# EWS-Fli block = blocks EWS/Fli oncoprotein-driven transcription | A673 NR0B1-luciferase reporter, viability-normalised | actives 0.67% (n = 350,000) | AID 651661 | inhibition, % at 12.6 µM;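 active means mean inhibition of at least 50% after viability correction, with every replicate also passing that limit; inconclusive means mean reaches 50% but only one of two replicates passes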;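 further: firefly luciferase signal divided by Alamar Blue viability fluorescence both relative to DMSO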
# FN deposition inh = fibronectin deposition inhibition. actives 0.086% (n = 350,000). AID 743247. AH1F fibroblasts, Alexa488-fibronectin deposition fluorescence, overnight. inhibition, % at 12.6 µM;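 active means mean inhibition across replicates of 30% or more, regardless of how many single replicates reach that level; inconclusive means mean under 30% yet at least half of replicates reach 30%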;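 further: positive control wells lacked labelled fibronectin entirely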
#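 Assay system: AH1F fibroblasts assembling fluorescent fibronectin matrix; Amount: 10000 AH1F cells per well; Buffer or medium: DMEM, 2% serum; Probe or stimulus: Alexa488-fibronectin, 24 nM final in well; Doses: single compound dose, delivered by pin transfer; Incubation: 1 h adhesion, overnight exposure; Measured by: fluorescence 485/525 nm; Read-out: fibronectin deposition inhibition.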
# PAX8 inh HTS = inhibitors of PAX8 transcriptional activity in RMG-I cells | AID 652154 | RMG-I TPO-luciferase reporter, SteadyGlo, 24 h | inhibition, % at 12.6 µM | actives 1.2% (n = 360,000);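 active means mean replicate inhibition at least 60% with every replicate also reaching 60%; inconclusive means only one of the two criteria is met; inactive means mean below 60% and not all replicates reaching 60%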;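 further: luciferase light reporting Pax8 driven TPO promoter activity; plate controls were median of neutral control wells for no effect and mitoxantrone controls for full effect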
# miR122 inh = blocks miR-122 activity in Huh7 sensor cells; Huh7 miR-122 Renilla luciferase sensor, 48 h; neutral wells = 0, positive control = 100; activation (reporter increase), % at 12.5 µM; actives 0.3% (n = 340,000);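 active means mean replicate activation score at least 90 and every replicate individually at or above 90; inconclusive means only one of the two criteria met; inactive means neither criterion met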;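 further: higher luciferase means less miR-122 activity so hits act as miR-122 inhibitors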
# DENV2 CPE = protects cells from dengue virus 2 cytopathic effect; DENV2-infected cells, cytopathic effect rescue, plate reader; CPE inhibition, % at 9.99 µM; actives 1.7% (n = 350,000); AID 651640; in the data active means CPE inhibition above about 20%, passing the limit was not always enough; inconclusive means no clear call, values can overlap the other calls; tested in BHK-21 cells;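 further: 0% = median of neutral control wells and 100% = median of positive control wells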
# CFTR F508del cor = CFTR F508del correction in bronchial cells. CFBE cells, YFP halide quenching; stimulated with forskolin plus potentiator P3; % fluorescence drop versus neutral controls. actives 0.36% (n = 350,000). activity (quench increase), % at 7.58 µM;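 active means mean added fluorescence quench of at least 8% versus neutral control, with both replicates also reaching 8%; inconclusive means only one of the mean or replicate conditions met; inactive means mean below 8% and not both replicates reaching 8%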;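 further: cells transiently co-express mutant CFTR-F508del with the halide-sensitive YFP; corrector assay measuring rescue of mutant channel to the surface after 24 h compound exposure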
# INS-1E GSIS act = GLuc luminescence reporter in INS-1E cells, primary screen for activators of glucose-dependent secretion of insulin | INS-1E GLuc reporter insulin secretion, 2-3 h | actives 0.61% (n = 370,000) | activation, % at 16.6 µM;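 active means lowest replicate activation of at least 40%, so every replicate reaches that level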;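 further: 0% = median of neutral control wells and 100% = median of IBMX positive control wells; some compounds called inactive have numbers as strong as hits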
# An asterisk follows results filed as active; ? = inconclusive; . = not tested or not shown; [ ] = remark or other dose.
SMILES,EWS-Fli block,FN deposition inh,PAX8 inh HTS,miR122 inh,DENV2 CPE,CFTR F508del cor,INS-1E GSIS act
CC(Oc1ccc2c(-c3ccccc3)cc(=O)oc2c1)C(=O)NC(Cc1c[nH]c2ccc(O)cc12)C(=O)O (stereo not drawn),10.9,.,.,-7.0,-0.1,-2.6,5.0
O=C(CN1C(=O)C(=O)N(C2CCCC2)C1=O)Nc1ccccc1OC(F)F,-2.5,11.3,-17.1,6.8,-5.5,-0.7,-17.1
Cc1cnc(N)c2c(=O)oc3ccccc3c12,-31.8,-12.9,-2.8,-4.2,8.5,-1.6,18.2
COc1nc(-c2ccc3c(c2)OCO3)n(-c2ccc(NC(=O)CSc3ccccc3)cc2)n1,2.4,-0.4,3.2,.,2.0,0.3,-3.4
C[C@H]1CN([C@@H](C)CO)S(=O)(=O)c2ccc(-c3ccncc3)cc2O[C@H]1CN(C)C(=O)Nc1ccc(C(F)(F)F)cc1,8.2,9.2,.,-7.3[16.7 µM],-10.1,6.1,-11.1
COc1cc(CCC(=O)OCC(=O)Nc2ccc(F)c(F)c2)cc(OC)c1OC,2.7,0.7,-8.1,-2.1,7.6,2.2,-7.5
CCOc1ccccc1CN1CCNC(=O)C1CC(=O)NCc1cc(C)n(C)n1 (stereo not drawn),.,1.0,-2.1,-2.2,?,0.8,4.7
OC(c1ccc(Cl)c(Cl)c1)c1ncc(-c2ccccc2F)[nH]1 (stereo not drawn),-1.0,-6.5,-0.6,103.7*,0.2,2.7,-24.8
COc1ccc2c3c([nH]c2c1)[C@@H](CO)N(Cc1ccccn1)CC31CCN(C(C)=O)CC1,12.2,-7.5,.,.,?,-0.6,6.2
COc1ccc(NC(=S)N/N=C/c2cccn2Cc2ccc(F)cc2)cc1,-6.2,2.0,-0.3,.,2.7,-0.4,-14.7
COC(=O)c1sccc1N/C=C(\C#N)S(=O)(=O)C(C)(C)C,-12.1,-5.2,0.5,-4.0,?,0.1,-2.7
O=C(CSc1nnc(CNC(=O)c2cccs2)o1)Nc1cccc(Cl)c1,.,0.4,-0.6,4.5,-1.0,-0.9,-10.4
O=C(c1ccccc1)N1CC(=O)N2[C@H](CO)[C@H](c3ccc(C#Cc4ccccc4)cc3)[C@H]2C1,.,.,.,.,0.7,0.9,-5.8
CCC(=O)N(C)C[C@@H]1Oc2cc(C#Cc3ccccc3)ccc2S(=O)(=O)N([C@H](C)CO)C[C@H]1C,-3.3,6.8,15.6,5.2[16.7 µM],12.2,3.1,-22.8
CN(C)C(=O)c1ccc(-c2ccc3c(c2)[C@@H]2[C@@H](CCN2C(=O)c2cnccn2)[C@H](CO)N3)cc1,5.3,-9.1,2.8,-5.7[16.7 µM],-4.1,1.5,0.9
COc1ccc2c3c([nH]c2c1)[C@@H](CO)N(C(=O)c1ccccn1)CC31CN(C(=O)C2CCC2)C1,-5.0,-0.4,-10.0,.,-6.3,1.0,5.2
CN1C(=O)c2ccc(NC(=O)c3ccc(Cl)cc3Cl)cc2C1=O,.,1.7,-11.0,-0.4,0.5,1.7,2.0
CCc1nc2ccc(C(=O)N(C)Cc3ccco3)cn2c1N(CC)C(=O)NCCc1ccccc1,-17.6,1.4,-21.4,0.2,9.3,2.9,-12.0
O=C(C[C@@H]1C=C[C@@H](NC(=O)CCN2CCCCC2)[C@H](CO)O1)Nc1ccccc1,15.2,.,.,.,12.9,1.5,7.6
CCOc1c2ccc(C(=O)NCCCCc3ccccc3)cc2nn1CC,-2.5,7.3,-4.8,-2.6,-9.7,0.2,-4.3
NC(=O)/C(N=Nc1ccccc1)=N/Nc1ccccc1,3.3,-14.7,-5.0,-2.5,11.3,-1.9,.
CN(CC(=O)Nc1ccc(Cl)c(C(F)(F)F)c1)C(=O)C1CSC2(C)CCC(=O)N12 (stereo not drawn),3.7,-5.8,19.6,.,-5.6,-0.2,-31.4
COc1ccc(C#Cc2ccc3c(c2)O[C@@H](CN(C)C(=O)CN2CCOCC2)[C@@H](C)CN([C@@H](C)CO)S3(=O)=O)cc1,-12.8,.,35.6,-24.3[16.7 µM],3.0,6.3,-6.3
C[C@H]1CN([C@@H](C)CO)C(=O)Cc2cc(NC(=O)Nc3cccc4ccccc34)ccc2O[C@@H]1CN(C)Cc1ccccc1,-0.3,.,20.7,-9.0[16.7 µM],5.7,-0.6,-6.6
Cc1ccccc1-c1ccc([C@@H]2[C@@H](CO)N3C(=O)CN(C(=O)Nc4ccc(F)cc4)C[C@@H]23)cc1,-6.8,.,25.3,.,3.9,0.1,-16.1
COc1ccc2c3c(n(C)c2c1)[C@H](CO)N(C(=O)Nc1c(C)noc1C)CC31CN(CC2CC2)C1,0.7,-4.7,.,.,-4.8,-2.6,0.5
O=C(Nc1nc(-c2ccc(Cl)cc2Cl)cs1)C1CCCO1 (stereo not drawn),-2.5,6.3,-17.7,-12.6,?,-2.3,-19.4
CCCCc1nn2c(N)c(/C=C3\C=Nc4ccccc43)c(=O)nc2s1,3.2,.,6.9,.,.,.,-1.6
CC(NC(=O)COc1ccccc1)C(=O)N1CCN(c2ccccc2)CC1 (stereo not drawn),-0.3,-2.5,2.6,0.7,1.9,-0.3,24.9
COc1ccc(S(=O)(=O)Nc2ccc3c(c2)C(=O)N([C@H](C)CO)C[C@H](C)[C@H](CN(C)C(=O)NC(C)C)O3)cc1,1.6,.,.,-0.4[16.7 µM],.,3.9,19.9
CC(NC(=O)C1CCCN1C(=O)OCc1ccccc1)c1ccccc1 (stereo not drawn),0.9,3.6,7.1,.,0.0,3.5,8.0
O=C(N1CCN(c2ccccc2)CC1)C1(S(=O)(=O)c2ccc(Cl)cc2)CC1,4.2,0.7,5.7,2.6,7.0,0.4,-6.6
CC1(CC(=O)N/N=C/c2ccc(-c3ccc(Cl)cc3)o2)OCCO1,12.4,-0.2,-15.7,-0.4,-0.2,.,12.9
CCCC(=O)Nc1ccc2c(c1)OC[C@@H](C)N(Cc1ccccc1C(=O)O)C[C@@H](C)[C@H](OC)CN(C)C2=O,4.0,-0.1,1.8,.,10.3,6.3,6.5
CO[C@@H]1CN(C)C(=O)c2ccc(NC(C)=O)cc2OC[C@H](C)N(C(=O)c2ccccc2F)C[C@@H]1C,1.3,-3.7,-7.9,-22.8[16.7 µM],.,-0.5,-0.3
Cc1cccc(CN2CCc3c(OCC(=O)NCc4ccco4)cccc3C2=O)c1,1.1,-13.2,21.4,.,-0.2,.,.
Cc1ccnc(NC(=O)Cc2c(F)cccc2Cl)c1,-15.8,5.2,-15.3,-4.9,5.5,0.8,0.1
CCOC(=O)N1CCN(C(=O)CN(CC)S(=O)(=O)c2cc(C)ccc2OC)CC1,-0.5,-3.6,8.7,.,-3.6,-1.3,1.4
Cc1cc2n(c(=O)c1C#N)CCCN2c1ccccc1,.,1.7,.,-2.0,.,.,8.4
CCCNC(=O)N1CC(=O)N2[C@H](C1)[C@@H](c1ccc(-c3ccc(C)cc3)cc1)[C@@H]2CO,15.3,.,-37.6,.,3.9,0.6,2.5
Cc1ccc(C(=O)Cn2nnc3ccccc32)cc1[N+](=O)[O-],-39.0,4.8,-91.1,-3.0,17.4,1.3,.
CCC(=O)Nc1nc2cc(OC)ccc2s1,.,-12.2,-133.4,3.6,.,.,.
O=C(NCCc1ccccc1)c1cc(-c2ccncc2)nc2ccc(S(=O)(=O)N3CCOCC3)cc12,.,6.1,2.4,1.1,4.1,1.2,20.0
COc1cccc(Cl)c1NC(=O)N1CCN(c2ccnc3cc(Cl)ccc23)CC1,4.5,-3.9,-1.0,.,-3.2,-1.4,-18.3
C[C@@H]1CN([C@@H](C)CO)C(=O)c2cc(C#CCN(C)C)cnc2O[C@@H]1CN(C)C(=O)Nc1cccc(F)c1,-3.9,.,.,-2.5[16.7 µM],-6.4,-1.5,7.8
COc1cccc(-c2nc(CS(=O)(=O)CC(=O)NCCc3ccc(OC)cc3OC)c(C)o2)c1,-0.3,-10.3,20.3,-7.9,-6.4,-0.8,21.0
CO[C@@H]1CN(C)C(=O)c2cc(NS(=O)(=O)c3ccc(F)cc3)ccc2OC[C@@H](C)N(C)C[C@H]1C,13.4,6.6,-28.0,40.4[16.7 µM],11.3,.,-4.9
Cc1ccccc1/C=C/c1cc[n+](C)cc1,-7.0,7.4,4.9,5.1,-0.2,-2.0,-1.6
COc1cc2c(cc1OC)C(c1cccc([N+](=O)[O-])c1)N(C(=O)c1ccccc1C(=O)O)CC2 (stereo not drawn),1.9,-3.2,0.3,-0.6,6.1,-1.0,-4.0
COc1ccc(/C(C)=N/N2CCCCC2)c(O)c1,-53.2,2.7,5.8,6.5,-0.3,0.6,-1.2
C[C@H](CO)N1C[C@H](C)[C@@H](CN(C)Cc2ccccc2C(=O)O)Oc2ncc(C3=CCCC3)cc2C1=O,-3.9,4.8,11.4,6.5[16.7 µM],2.9,0.0,13.1
C[C@H]1CN([C@@H](C)CO)C(=O)c2cc(NS(=O)(=O)c3cn(C)cn3)ccc2O[C@H]1CN(C)Cc1ccc(C(=O)Nc2ccccc2N)cc1,8.6,.,.,-5.8[16.7 µM],-1.4,0.8,4.6
COc1cccc(-c2ccc([C@@H]3[C@@H](CO)N4CCCCN(S(=O)(=O)c5cn(C)cn5)C[C@@H]34)cc2)c1,-6.4,.,-24.3,-4.4[16.7 µM],12.8,-0.7,4.4
COc1ccc(CN(C)C[C@@H]2Oc3ccc(NC(=O)C4CCCCC4)cc3C(=O)N([C@@H](C)CO)C[C@H]2C)cc1,0.3,.,1.3,0.5[16.7 µM],1.3,1.7,13.6
CCCSc1nc(O)c(C(c2ccc(OC)c(O)c2)c2c(O)nc(SCCC)n(C)c2=O)c(=O)n1C,2.8,-3.1,-5.2,.,-2.6,.,8.9
N#C/C(=C(/O)COC(=O)c1cccnc1Cl)c1nc2ccccc2[nH]1,6.3,-7.5,13.8,2.6,-0.1,-2.3,-4.1
CN(C)CC(=O)N[C@H]1CC[C@H](CC(=O)NCc2ccc(Cl)cc2)O[C@@H]1CO,5.1,.,-5.4,.,-8.8,-2.3,2.0
CCOc1cc(NC(=S)NCCCN(C)C)c(OCC)cc1NC(=O)c1cccs1,.,-2.5,14.6,.,.,.,14.7
CC(C)(C)NC(=O)C1c2ccccc2OCC(=O)N1Cc1cccnc1 (stereo not drawn),-5.1,-4.9,-5.3,.,4.5,-1.9,-0.5
CCOc1ncccc1C(=O)OCC(=O)c1cccc(Br)c1,10.1,4.9,18.3,.,-1.1,-3.2,-1.3

# Part of the list above, reformatted:
> CCCSc1nc(O)c(C(c2ccc(OC)c(O)c2)c2c(O)nc(SCCC)n(C)c2=O)c(=O)n1C
- EWS-Fli block = 2.8
- FN deposition inh = -3.1
- PAX8 inh HTS = -5.2
- miR122 inh = .
- DENV2 CPE = -2.6
- CFTR F508del cor = .
- INS-1E GSIS act = 8.9
> N#C/C(=C(/O)COC(=O)c1cccnc1Cl)c1nc2ccccc2[nH]1
- EWS-Fli block = 6.3
- FN deposition inh = -7.5
- PAX8 inh HTS = 13.8
- miR122 inh = 2.6
- DENV2 CPE = -0.1
- CFTR F508del cor = -2.3
- INS-1E GSIS act = -4.1

# Following part
SMILES,EWS-Fli block,FN deposition inh,PAX8 inh HTS,miR122 inh,DENV2 CPE,CFTR F508del cor,INS-1E GSIS act
Cc1cc(C)c2c(C)[nH]nc2n1,7.8,-0.2,12.5,0.5,15.3,0.4,-5.7
Cc1cc(-c2ccccc2)[nH]c(=O)c1S(=O)(=O)c1ccccc1,.,-7.0,-10.9,3.5,.,.,.
Cc1cccc(Cc2c(C)nc3c(C(=O)NCc4ccco4)cnn3c2C)c1,.,11.7,.,5.7,.,.,-26.1
COC(=O)C1=C(C)N(C)C(=NCc2ccc(OC)cc2)NC1c1ccc(F)cc1 (stereo not drawn),-0.4,6.5,-17.5,.,50.5*,-5.0,.
